# proKLK7 act: activators of human kallikrein-7 zymogen; purified proKLK7, EDANS-DABCYL substrate fluorescence; 100% is mature enzyme control, 0% vehicle; activation, % at 7 µM; 370,000 tested, 0.9% active; P49862;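 active means activation above the mean of all tested compounds plus 3 SD, computed per campaign excluding outliers beyond control limits, cut at about 13% in these data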
# Target sequence (P49862 whole entry, looked up): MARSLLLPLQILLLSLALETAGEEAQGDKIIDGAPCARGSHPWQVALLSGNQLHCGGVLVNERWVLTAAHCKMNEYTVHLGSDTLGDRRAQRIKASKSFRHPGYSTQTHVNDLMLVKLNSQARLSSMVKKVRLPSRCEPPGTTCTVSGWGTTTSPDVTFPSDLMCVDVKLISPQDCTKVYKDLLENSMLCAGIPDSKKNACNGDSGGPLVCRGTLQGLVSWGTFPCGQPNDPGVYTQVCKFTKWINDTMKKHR
# DAX1 inh-1: inhibitors of human orphan nuclear receptor DAX1 (NR0B1) | P51843 | HEK293 Gal4-DAX1 luciferase reporter, luminescence | inhibition, % at 6.75 µM | 340,000 tested, 0.99% active | AID 504766;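 active means inhibition above the mean over all tested compounds plus 3 SD, cut at about 4.2% in these data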;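 further: 0% = DAX1-transfected cells with DMSO and 100% = empty-vector control cells with DMSO; inhibition shows as a rise in luminescence from relieved DAX1 repression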
# Target sequence (P51843 207-470 limits assumed): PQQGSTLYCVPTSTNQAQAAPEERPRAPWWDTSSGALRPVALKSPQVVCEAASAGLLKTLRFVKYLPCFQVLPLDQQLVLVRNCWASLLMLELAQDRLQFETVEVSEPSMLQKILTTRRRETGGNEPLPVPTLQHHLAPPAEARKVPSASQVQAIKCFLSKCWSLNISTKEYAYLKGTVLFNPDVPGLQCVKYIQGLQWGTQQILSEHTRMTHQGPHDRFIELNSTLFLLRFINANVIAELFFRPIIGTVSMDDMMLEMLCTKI
# HGIII-sPLA2 inh: Inhibits HGIII-sPLA2 liposome hydrolysis, primary screen. Q9NZ20. QFRET BODIPY PC-A2 liposome hydrolysis, fluorescence. inhibition, % at 12.2 µM. 370,000 tested, 0.56% active. AID 743126;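 active means inhibition above mean plus 3 SD of compounds lying within the high and low control bounds, cut at about 19% in these data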;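 further: 0% = median of test compound wells and 100% = no enzyme DMSO wells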
# Target sequence (Q9NZ20 whole entry, looked up): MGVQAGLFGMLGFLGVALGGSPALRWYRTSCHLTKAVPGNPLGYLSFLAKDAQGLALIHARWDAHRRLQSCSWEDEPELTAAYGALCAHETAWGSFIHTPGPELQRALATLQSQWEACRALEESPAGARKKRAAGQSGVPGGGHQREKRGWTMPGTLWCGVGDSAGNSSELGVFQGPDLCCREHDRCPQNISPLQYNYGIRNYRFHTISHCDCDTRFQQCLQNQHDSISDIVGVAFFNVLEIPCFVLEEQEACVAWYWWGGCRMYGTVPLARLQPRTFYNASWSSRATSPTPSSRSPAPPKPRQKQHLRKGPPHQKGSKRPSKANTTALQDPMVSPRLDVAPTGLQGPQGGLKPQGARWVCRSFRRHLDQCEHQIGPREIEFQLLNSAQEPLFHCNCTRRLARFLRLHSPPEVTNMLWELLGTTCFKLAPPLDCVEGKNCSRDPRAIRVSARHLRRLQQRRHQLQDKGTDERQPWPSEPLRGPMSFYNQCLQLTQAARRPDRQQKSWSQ
# GAA850 FXN act: frataxin GAA850 promoter activation | HEK293 lucGAA850 FXN promoter luciferase reporter, 24 h; percent of 10 µM SAHA response | activation, % at 6 µM | 360,000 tested, 0.56% active;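 active means activation above the average of all compounds screened plus 3 SD, cutoff fixed separately per campaign, cut at about 7.5% in these data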;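 further: 0% = DMSO wells and 100% = 10 µM SAHA wells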
# GC-A act: GC-A (human) enzyme activation. P16066. HEK293 GC-A cells, cGMP TR-FRET, EC30 ANP; 0% at EC30 ANP, 100% saturating ANP. activation, % at 10 µM. 370,000 tested, 0.14% active; in the data active means activation above about 40%
# GC-B act: GC-B (human) receptor activation | AID 1920062 | 370,000 tested, 0.11% active | P20594 | activation, % at 10 µM | HEK293-GC-B cells, CNP EC30, cGMP TR-FRET; 0% at EC30 CNP, 100% saturating CNP;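 active means activation at 10 µM reaching about 35% in either raw or pattern-adjusted values, limit read from the data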
# hgDAF-12 ag: hgDAF-12 agonism, primary luciferase screen | HEK293 GAL4-hgDAF12 UAS-luciferase reporter, agonist luminescence; normalized to butyrate control | activation, % at 6.8 µM | 370,000 tested, 1.8% active | AID 687014;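 active means activation above a cutoff set at the mean of all screened compounds plus 3 SD, cut at about 10% in these data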;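 further: 0% = DMSO wells and 100% = sodium butyrate wells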
# ssDAF12 agonist: activators of S. stercoralis DAF-12 nuclear receptor; HEK293 ssDAF-12/GRIP1 lit1-tk-luc reporter, luminescence; % of 3 µM dafachronic acid response; activation, % at 6.8 µM; 370,000 tested, 1% active;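 active means activation above the mean over all tested compounds plus 3 SD, cut at about 0.9% in these data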;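 further: 0% = DMSO-only wells and 100% = 3 µM delta7-dafachronic acid wells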
# DAX1 inh-2: blocks DAX1 repression of SF-1 activated StAR promoter; HEK293T StAR-luciferase reporter, SF-1/DAX-1 repression relief; inhibition, % at 6.8 µM; 370,000 tested, 1.1% active; AID 652010;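 active means inhibition above the mean over all tested compounds plus 3 SD, cut at about 3.6% in these data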;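 further: 0% = DAX-1 cells with DMSO and 100% = cells lacking DAX-1 with DMSO; higher inhibition means more luminescence from relief of DAX-1 repression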
# hcDAF-12 act: H. contortus DAF-12 activation, primary screen; HEK293 hcDAF-12 lit1-tk-luc reporter, luminescence; 0% DMSO, 100% Δ7-dafachronic acid; activation, % at 6.8 µM; 370,000 tested, 1.4% active; AID 652067;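 active means activation above the mean of all tested compounds plus 3 SD, cut at about 5.5% in these data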;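 further: 100% = response to 3 µM Δ7-dafachronic acid high control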
# SMARCA2 activ: activators of SMARCA2 function; AID 652017; 370,000 tested, 1% active; MG213 cells, MMTV-luciferase reporter, dexamethasone, overnight; activation, % at 9.1 µM; in the data active means activation above about 7.8%;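 further: 0% = vehicle wells and 100% = reference activator wells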
# Numbers without * were called inactive; nt = not tested or not shown.
structure,proKLK7 act,DAX1 inh-1,HGIII-sPLA2 inh,GAA850 FXN act,GC-A act,GC-B act,hgDAF-12 ag,ssDAF12 agonist,DAX1 inh-2,hcDAF-12 act,SMARCA2 activ
C#CCOCCOCCOCCNc1nc(N2CCOCC2)nc(N2CCN(C(=O)[C@H](CCCN=C(N)N)n3cc(C(N)[C@@H](C)CC)nn3)CC2)n1 (stereo not given in full),0.4,-0.4,3,1.3,1,2,0.4,-1.1,0.6,-0.3,1
CCN(CC)C(=O)CSc1nnc2nnc3cc(C)ccc3n12,2.7,1.0,8,-1.3,6,1,-0.4,-2.2,-0.6,-2.4,-2
COc1ccccc1NS(=O)(=O)c1ccccc1C#N,-0.7,-0.9,3,-1.0,1,-1,0.9,-1.1,-0.6,0.0,-2
COc1cccc(C(=O)N2CCCC(Nc3ccc(C)c(C)c3)C2)c1 (stereo not given),-0.5,1.5,-1,2.4,-4,-2,-1.2,-0.9,1.9,-1.7,0
N#CC1=C(N)OC2=C(C(=O)CCC2)C1c1ccccc1 (stereo not given),0.1,0.5,1,0.8,2,3,-1.7,-1.3,-0.7,-0.3,-2
CCOC(=O)c1sc(C)c2c1NC(C)(c1cccs1)NC2=O (stereo not given),11,-1.3,-1,-0.5,-13,-11,-1.1,-1.5,-1.0,-0.1,3
COc1ccc(OC)c(CN2C(=O)CCC2(C)C(=O)NC2CCCCCC2)c1 (stereo not given),-0.2,3.0,-1,-2.5,-6,-11,1.5,-1.8,0.1,-0.6,-1
COc1ccc(C2=NN(c3nc(C)cc(C)n3)C(=O)C2)cc1,-1.1,0.7,-1,2.0,5,2,4.5,-1.7,-0.6,-1.2,-2
Cc1cc(C(=O)CN2CCC(C)CC2)c(C)n1-c1ccccc1F,-0.7,-1.1,19*,-5.2,-2,-5,-2.8,-1.6,1.0,2.4,-1
CN(C)S(=O)(=O)N1CCCC(C(=O)c2ccc(-c3ccccc3)c(F)c2)C1 (stereo not given),0.0,0.1,-3,3.5,3,1,-4.7,-2.2,-0.9,-1.2,-1
CCN(CC)S(=O)(=O)c1cc(NC(=O)c2cccc(N3C(=O)CCC3=O)c2)ccc1Cl,0.5,-0.1,-10,-0.6,0,0,0.1,-0.6,0.6,-0.7,-1
Cc1c(CC(=O)NCC(=O)O)c(=O)oc2cc3c(cc12)CCC(C)(C)O3,10,1.2,1,-0.3,1,-2,1.1,-1.0,-0.2,0.7,0
O=C(COC(=O)c1cccc(Br)c1)Nc1ccc2[nH]c(=O)[nH]c2c1,-0.3,0.7,14,1.3,-3,-3,0.9,-0.5,-2.1,2.5,-1
CCCN1CCN(CC(=O)Nc2nnc(C)s2)CC1,0.5,-0.3,5,0.8,6,1,-0.8,-1.4,-0.4,-0.6,-2
O=C(O)CCNc1nc(-c2ccccc2)c2cc(Br)ccc2n1,0.8,0.5,9,2.3,2,-10,0.0,-0.9,0.1,0.7,0
COC(=O)[C@]12CCCCC=C1N(Cc1ccccc1)C(=O)[C@H](CC(=O)N1CCCC1)C2,0.2,nt,9,nt,3,5,-3.7,0.2,-0.8,-2.2,-5
COC(=O)c1cccc(NC(=O)CSc2nnc(COc3cccc(C)c3)n2C)c1,-0.1,-0.8,-23,0.8,2,-6,0.0,-1.5,0.0,-0.1,-1
NC(=O)C1(N2CCCCC2)CCN(C(=O)c2cccn3c(=O)c4cc(Cl)ccc4nc23)CC1,9.2,0.9,-6,2.4,8,2,0.3,-1.2,0.4,-1.2,0
NC(=O)N/N=C/C=C/c1ccccc1,-0.5,0.2,-2,-0.6,5,4,0.8,-1.6,-0.2,-0.7,4
Cc1cccc(NC(=O)c2c(-c3ccccc3)noc2C)n1,-0.1,0.4,9,-0.4,2,10,-0.5,-1.2,-0.8,-0.1,-6
CCn1c(=O)cc(SCC(=O)NCc2ccco2)c2ccccc21,0.1,-1.1,2,-1.1,4,-9,1.5,-1.9,-0.9,-1.0,-3
COc1ccc(-c2cc(C(F)(F)F)nc(SCC(=O)N3CCOCC3)n2)cc1OC,2.2,0.6,1,2.1,3,-1,-0.4,-1.1,0.7,-1.8,0
Cc1ncoc1C(=O)N1CCCC(C(=O)c2ccc(-c3ccccc3)c(F)c2)C1 (stereo not given),-0.1,-0.6,-22,3.6,4,-4,-2.0,-1.7,-0.7,-2.0,-2
Cc1nnc(Cl)c2nn(-c3ccccc3)c(C)c12,-0.1,-2.3,4,2.0,1,1,-3.5,-1.6,0.6,-0.5,0
CC(C)(C)CC(C)(C)c1ccc(O)c(Cc2ccc(Cl)cc2Cl)c1,0.3,-0.6,-14,1.5,2,7,-1.5,-0.3,2.2,-2.0,-1

# (more compounds)
structure,proKLK7 act,DAX1 inh-1,HGIII-sPLA2 inh,GAA850 FXN act,GC-A act,GC-B act,hgDAF-12 ag,ssDAF12 agonist,DAX1 inh-2,hcDAF-12 act,SMARCA2 activ
CS(=O)(=O)c1ccc(Cl)c(NC(=O)CCN2C(=O)C3CC=CCC3C2=O)c1 (stereo not given),0.7,0.0,0,-0.1,-1,3,0.1,-0.1,0.6,-0.2,-4
COc1ccc(NC(=O)CN(C)C(=O)Cc2ccc3c(c2)OCCO3)cc1,0.1,-0.2,0,-0.8,0,5,0.8,-1.1,0.5,-0.7,-1
Fc1ccccc1CNCC1CCCO1 (stereo not given),-0.3,0.2,16,0.8,3,1,-1.7,-1.1,0.1,-1.1,-2
O=C(Cn1cnc2c(cnn2-c2ccc(Cl)cc2)c1=O)N1CCN(c2ccccc2)CC1,0.1,-1.4,-1,0.2,6,4,0.3,-1.0,-0.8,-0.9,-3
O=C(NCC(c1ccco1)N1CCN(c2ccccc2F)CC1)C(=O)NC1CCCC1 (stereo not given),0.1,0.6,-4,0.1,4,-8,0.7,-0.9,-0.3,-1.0,-2
CCOc1ccc(-n2nnc3c(=O)n(CC(=O)N4CCCc5ccccc54)cnc32)cc1,-0.1,0.7,-2,-2.5,-1,2,0.0,-0.7,-0.7,-1.3,-1
CC(Oc1ccc(Cl)cc1Cl)C(=O)NC(Cc1ccccc1)C(=O)O (stereo not given),-0.6,0.3,-5,-0.9,0,-2,-1.4,-0.6,0.1,0.3,-2
O=C(Nc1ccc(C(F)(F)F)cc1)c1cc(-c2cccnc2)nc2ccc(Br)cc12,0.4,-0.2,4,2.3,10,3,1.7,-2.1,0.7,-0.2,1
COc1ccc(N=C2C(=Nc3ccc(OC)cc3)N(c3ccc(N(C)C)cc3)C(=S)N2c2ccc(OC)cc2)cc1,0.4,-1.6,0,3.6,0,-2,0.6,-1.8,-0.3,-0.7,2
Cc1cc(C)c(C(=O)COC(=O)c2cccnc2Cl)c(C)c1,-0.1,1.6,-12,3.3,-10,-6,2.6,-0.6,0.4,-1.6,2
Nc1cc(N2CCOCC2)c(Cl)cc1[N+](=O)[O-],-0.1,-0.9,-8,3.8,0,-3,-1.5,-1.7,-0.8,2.1,-2
COc1ccc(S(=O)(=O)Cc2ccc(C(=O)N3CCCC3)o2)cc1,-0.1,2.7,17,-1.6,3,-8,-3.2,-1.5,-0.9,0.6,-1
O=C(O)C(CO)(c1ccccc1)c1ccccc1,0.5,1.5,4,-2.2,1,2,-2.4,-1.1,0.0,-1.0,0
Cc1cc(NC(=O)CSc2nc3cc(C(=O)NCCCOC(C)C)ccc3c(=O)n2Cc2ccco2)no1,0.0,1.4,0,-2.7,5,-2,-2.5,-1.3,-0.6,-1.4,-1
Cc1cc(C(=O)N2CCN(c3cc(Cl)ccc3C)CC2)on1,0.1,0.2,-4,-0.1,-6,0,-1.0,-1.9,-0.8,-0.4,-3
Cc1c2cnn(CC(=O)N3CCOCC3)c(=O)c2c(C)n1Cc1ccccc1F,0.1,1.1,-5,-1.6,3,3,-2.5,-1.5,0.4,0.8,1
COc1cc(NS(=O)(=O)c2ccc(Br)cc2)c(OC)cc1NC(=O)c1ccco1,0.8,1.5,-26,0.3,-9,-7,-0.5,-1.4,-0.7,-2.8,-4
CCOc1ccc(CNC(=O)C2CCN(S(=O)(=O)c3ccc4c(c3)CCCC(=O)N4)CC2)cc1,0.0,-0.3,-1,-1.7,1,3,-2.9,-1.5,-0.6,-3.2,-1
Clc1cccc(-c2cc3nc4c(c(N5CCN(c6cnccn6)CC5)n3n2)CCCC4)c1,-0.4,0.1,10,-0.7,-3,-2,-0.9,-0.7,0.5,-0.4,2
O=C(COC(=O)CCC(=O)c1ccccc1)NCCc1ccccc1,0.1,-0.2,1,-0.9,-4,3,-1.3,-1.0,2.0,1.0,-1
CC(C)(C)C(=O)COC(=O)CCc1nc2ccccc2[nH]c1=O,0.1,-0.3,3,1.7,-4,0,4.1,-0.9,-0.1,-0.8,-1
COc1cc(OC)cc(C(=O)N[C@H](C(=O)NC23CC4CC(CC(C4)C2)C3)C(C)C)c1,0.8,0.5,4,1.2,-3,-7,-0.8,-1.1,-0.9,-1.8,9.9*
COc1ccc(N2CC(C(=O)Nc3nnc(SCC(=O)NC(C)(C)C)s3)CC2=O)cc1 (stereo not given),0.2,1.7,4,0.1,6,3,0.7,-1.5,0.2,-0.1,1
Cc1nn(C)cc1CNC(=O)/C=C/c1cnn(C)c1,-0.9,-1.0,2,1.8,-1,0,-1.2,-1.4,-0.4,0.8,3
COCCCNc1nc2cc(OC)c(OC)cc2c2nc(-c3ccccc3)nn12,-1.4,-0.9,-1,-2.9,23,18,0.1,-1.5,-0.6,0.8,0

# Later entries:
structure,proKLK7 act,DAX1 inh-1,HGIII-sPLA2 inh,GAA850 FXN act,GC-A act,GC-B act,hgDAF-12 ag,ssDAF12 agonist,DAX1 inh-2,hcDAF-12 act,SMARCA2 activ
CSc1nc(C(C)C)ccc1CNC(=O)CC(C)c1ccccc1 (stereo not given),0.4,-0.6,3,0.1,1,-3,-4.5,-1.0,0.0,-0.6,-3
CCCCOc1nc2c(c(=O)n(C)c(=O)n2C)n1C,-0.2,0.9,6,-2.5,11,0,1.8,-0.8,-0.2,-0.1,0
NC(=O)NC(CC(=O)N1CCc2ccccc2C1)c1ccc(Cl)cc1 (stereo not given),-0.2,1.6,2,-2.8,-5,-5,-2.8,-1.0,-0.1,0.5,-3
CN1CCN(CCNC(=O)Cn2c(=O)c3cccn3c3ccc(F)cc32)CC1,-0.3,0.0,1,2.8,5,2,-1.5,-0.6,-0.2,-0.6,7
O=C(COc1ccc(Cl)cc1)NC1CC1,-0.4,-0.1,2,3.7,1,3,0.4,-1.2,1.3,0.1,-1
O=C1CCCC2=C1C(c1ccccc1)C1C(=O)c3ccccc3C1=N2 (stereo not given),0.6,-2.2,12,0.7,-21,-15,-2.5,-1.7,-1.7,-2.2,1
CCC(CC)NC(=O)COC(=O)c1cccc(C)c1O,2.3,1.6,-1,0.9,0,-3,0.9,-1.3,-0.8,0.1,1

# Source: PubChem
